BCLXL inh: blocks human Bcl-xL binding to Bim BH3 peptide. Q07817. GST-Bcl-xL / FITC-Bim BH3 peptide fluorescence polarization. inhibition, % at 10.9 µM. 320,000 tested, 0.7% active. AID 2129;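 active = inhibition above the mean of all tested compounds plus 3 SD, cutoff set per campaign, cut at about 30% in these data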;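 note: 0% = DMSO wells and 100% = unlabeled Bim-BH3 peptide competitor; inhibitors lower millipolarization by displacing the labeled peptide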
Target sequence (Q07817 whole entry, looked up): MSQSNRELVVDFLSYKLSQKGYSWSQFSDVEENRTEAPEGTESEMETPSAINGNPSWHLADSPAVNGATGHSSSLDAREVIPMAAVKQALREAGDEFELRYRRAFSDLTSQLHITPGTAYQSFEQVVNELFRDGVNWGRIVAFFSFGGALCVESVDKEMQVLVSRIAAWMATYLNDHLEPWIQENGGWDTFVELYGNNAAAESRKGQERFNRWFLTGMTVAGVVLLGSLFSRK
VLA-4 inh: inhibition in a human VLA-4 binding assay. VLA-4 expressing cells, ligand binding flow cytometry. 330,000 tested, 0.2% active. inhibition, % (about 7 µM as worked out from the volumes in the protocol); in the data active = inhibition above about 50%
MEX-5 binding: C. elegans MEX-5 TCR-2 RNA binding activity. MEX-5/FITC-TCR2 RNA binding, fluorescence polarization; stronger effect = lower value. activity score (negative = inhibition of binding), % at 10 µM. 300,000 tested, 0.38% active. Q9XUB2;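 active = inhibition past about -25% in most replicates, and total fluorescence under double the plate's negative control median, limit read from the data; inconclusive = replicates evenly split on the limit, or fluorescence at least double controls; inactive = too little inhibition in most replicates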;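 note: 0% = DMSO and -100% = 5 µM competing unlabeled TCR2 RNA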
Fam108B counter: counter-screen for RBBP9 inhibitors: inhibitors of mouse Fam108B | inhibition, % at 9.51 µM | recombinant Fam108B, FP-Rh probe fluorescence polarization | AID 1947 | 300,000 tested, 0.33% active;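 active = inhibition above the screen mean inhibition plus 3 SD, computed separately per campaign, cut at about 18% in these data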;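 note: inhibitors lower polarization as less probe binds the enzyme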
MCL1-BIM inh: inhibitors of human MCL1 binding to BIM-BH3 peptide | inhibition, % at 10.9 µM | 320,000 tested, 0.68% active | GST-MCL1 / FITC-Bim-BH3 fluorescence polarization | AID 2057 | Q07820;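 active = inhibition above the mean inhibition of all tested compounds plus 3 SD, set per campaign, cut at about 40% in these data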;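 note: 0% = DMSO wells and 100% = unlabeled Bim-BH3 peptide control; higher means more loss of mP so more displacement of Bim peptide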
Target sequence (Q07820 whole entry, looked up): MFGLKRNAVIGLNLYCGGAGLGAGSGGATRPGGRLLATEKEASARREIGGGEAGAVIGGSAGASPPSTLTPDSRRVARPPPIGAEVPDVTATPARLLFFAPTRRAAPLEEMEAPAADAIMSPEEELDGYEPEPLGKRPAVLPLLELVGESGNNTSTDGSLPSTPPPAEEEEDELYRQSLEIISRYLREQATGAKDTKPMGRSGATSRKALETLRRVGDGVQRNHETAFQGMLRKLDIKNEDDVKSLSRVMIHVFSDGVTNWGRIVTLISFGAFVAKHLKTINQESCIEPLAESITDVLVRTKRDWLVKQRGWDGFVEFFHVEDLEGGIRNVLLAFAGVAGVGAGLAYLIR
CIT2 TOR yeast: alters CIT2-GFP fluorescence in TOR pathway yeast screen. GFP response vs DMSO, % at 10 µM. 320,000 tested, 0.065% active. AID 2029. S. cerevisiae CIT2-GFP strain, flow cytometry, 3 h; 100 means same as DMSO wells;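 active = GFP response relative to DMSO above a set limit, near the screen mean plus 3 SD, cut at about 150% in these data; inconclusive = Fewer than 70 cells measured for a yeast strain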;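 note: ratio of well median GFP fluorescence to mean of DMSO wells on the plate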
AGP1 TOR yeast: alters AGP1-GFP fluorescence in TOR pathway yeast screen; AID 2066; GFP response vs DMSO, % at 10 µM; S. cerevisiae AGP1-GFP multiplex flow cytometry, 3 h; GFP as percent of DMSO wells; 320,000 tested, 0.02% active;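 active = GFP response relative to DMSO above a set limit, near screen average plus 3 SD, cut at about 150% in these data; inconclusive = fewer than 70 cells counted for the yeast strain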;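 note: median GFP channel fluorescence of the gated AGP1 strain per well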
GLD-1 RNA inh: GLD-1-TGE RNA interaction inhibition (C. elegans); Q17339; purified GLD-1 + fluorescein TGE RNA, fluorescence polarization; inhibition, % at 5.96 µM; 320,000 tested, 0.44% active; AID 2280;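 active = percent inhibition above a per-plate cutoff, the plate mean of test compounds plus 3 SD, cut at about 30% in these data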;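 note: 0% = DMSO wells with GLD-1 and probe and 100% = wells lacking GLD-1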
Target sequence (Q17339 whole entry, looked up): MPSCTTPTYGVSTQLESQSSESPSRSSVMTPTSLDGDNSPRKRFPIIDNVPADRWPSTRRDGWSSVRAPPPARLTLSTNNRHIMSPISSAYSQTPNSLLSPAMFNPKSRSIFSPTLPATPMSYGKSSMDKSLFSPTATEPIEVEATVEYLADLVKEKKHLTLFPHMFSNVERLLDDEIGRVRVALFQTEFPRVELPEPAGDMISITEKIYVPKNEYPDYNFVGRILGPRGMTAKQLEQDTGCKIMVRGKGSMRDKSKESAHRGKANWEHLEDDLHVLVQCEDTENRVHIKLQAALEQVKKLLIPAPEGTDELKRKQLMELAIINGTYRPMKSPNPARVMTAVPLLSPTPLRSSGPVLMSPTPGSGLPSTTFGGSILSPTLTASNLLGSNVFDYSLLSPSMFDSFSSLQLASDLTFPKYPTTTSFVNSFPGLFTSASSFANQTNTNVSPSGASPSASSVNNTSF
GRK2 inh: inhibitors of human GRK2 displacing RNA aptamer; P25098; bead flow cytometry, FAM-aptamer displacement from GRK2; inhibition of aptamer binding, % at 10 µM; 330,000 tested, 0.59% active; AID 488847;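 active = inhibition of aptamer binding above 40%, roughly 3 SD of noise, on plates passing a quality check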;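 note: median bead fluorescence of bound FAM aptamer so fluorescent compounds give negative values; no value below 0 was filed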
* hit, by the source's call; ? = inconclusive; . = not tested or not shown; [ ] = remark or other dose.

SMILES	BCLXL inh	VLA-4 inh	MEX-5 binding	Fam108B counter	MCL1-BIM inh	CIT2 TOR yeast	AGP1 TOR yeast	GLD-1 RNA inh	GRK2 inh
Cc1ccc(S(=O)(=O)c2nc(NC3CCS(=O)(=O)C3)sc2Cl)cc1 (centres undefined)	5	4	-1.2	3	2	110	116	8	1
CCCCN1C(=O)C(NC(C)=O)c2ccccc21 (centres undefined)	2	13	-2.3	0	5	94	107	7	2
N#CCCN(C(=O)COC(=O)CNC(=O)c1cccs1)c1ccc(F)cc1	3	10	0.3	-3	2	106	104	1	1
CSc1ccccc1NC(=O)COc1ccc2c(c1)OCO2	.	-10	.	.	.	103	93	2	0
COc1ccc(C)cc1-n1nnnc1SCC(=O)Nc1cccnc1Cl	0	8	1.7	1	-4	97	108	0	0
O=C(CN1C(=O)/C(=C2/SC(=S)N(CCS(=O)(=O)O)C2=O)c2ccccc21)Nc1cccc(C(F)(F)F)c1	.	7	.	.	.	106	100	2	5
COc1ccc(C(=O)NC(=S)NCc2cccnc2)cc1Cl	3	-4	3.5	-1	5	86	86	-8	0
O=C(O)CC(c1ccc(OC2CCCC2)cc1)N1C(=O)c2ccccc2C1=O (centres undefined)	9	13	1.2	4	6	91	85	0	1
CCCOc1ccccc1-c1nc2c([nH]1)c(=O)[nH]c(=O)n2C	35*	-15	-8.8	0	32	?	27[may fluoresce violet]	15	1
COc1ncnc(OC)c1S(=O)(=O)NCc1ccccc1	-3	1	0.3	-2	5	101	102	-20	0
O=C(CCS(=O)(=O)c1ccc(Cl)cc1)N1CCCc2ccccc21	1	3	2.8	4	1	97	99	2	4
CCC1(C)Cc2c(sc3nn[nH]c(=O)c23)CO1 (centres undefined)	5	.	-2.1	0	8	105	101	4	1
Cc1ccc(-n2c(O)c(/C=N/Nc3ccc(S(=O)(=O)N4CCOCC4)cc3[N+](=O)[O-])c3ccccc3c2=O)c(C)c1	8	0	-2.6	32*	11	96	102	-1	0
O=C(NCCc1c[nH]c2ccccc12)C1CCN(S(=O)(=O)c2ccccc2)CC1	-3	10	4.8	-2	4	101	101	0	1
CCOc1ccc2oc(C(=O)NCc3nc4ccccc4[nH]3)c(C)c2c1	0	19	-0.8	-5	-5	.	98	-4	1
O=[N+]([O-])c1cc(S(=O)(=O)O)cc([N+](=O)[O-])c1NN(c1ccccc1)c1ccccc1	9	-9	-6.6	4	17	107	106	2	7
CCN1CCN(C(=O)/C(=C/c2ccco2)NC(=O)c2ccccc2)CC1	9	-2	-1.8	-4	8	96	93	1	0
Cc1ccsc1C(=O)NCc1ccc(Cl)cc1	3	-1	1.3	-2	2	84	90	6	0
O=[N+]([O-])c1ccccc1S(=O)(=O)N1CCCc2ccccc21	8	15	2.8	1	9	89	92	-2	0
COc1cc(OC)c(N2CC34C=CC(O3)C(C(=O)O)C4C2=O)cc1Cl (centres undefined)	6	-1	1.8	-1	5	98	99	1	2
CCCCc1c(C)c(C#N)c2nc3ccccc3n2c1Nc1c(C)n(C)n(-c2ccccc2)c1=O	1	-12	-5.0	5	2	103	98	7	3
COc1ccccc1/C=C/C=N/NC(=O)CN1CCN(S(=O)(=O)c2ccc(C)cc2)CC1	5	11	-2.5	0	7	101	95	2	0
CC1CCN(CCCNC(=O)C2CC(=O)N(C3CCCCCC3)C2)CC1 (centres undefined)	-2	3	-1.6	0	9	108[may fluoresce red]	?	-5	1
COc1ccc(CC2S/C(=N/N=C/c3ccccc3O)NC2=O)cc1 (centres undefined)	-1	2	.	-4	-5	103	105	-6	0
Cc1ccn2c(NC3CCCC3)c(-c3ccccn3)nc2c1	0	2	-7.7	3	9	97	93	8	3

Remaining list, next part:
SMILES	BCLXL inh	VLA-4 inh	MEX-5 binding	Fam108B counter	MCL1-BIM inh	CIT2 TOR yeast	AGP1 TOR yeast	GLD-1 RNA inh	GRK2 inh
C=C1C(=O)C=C2CN(C(=O)c3ccccc3)[C@@](Cc3ccc(F)cc3)(C(=O)OC)[C@@H]12	-4	18	-0.8	-2	-4	87	81	-8	0
O=C(NC1CCCCC1)N1CCN(c2ccc([N+](=O)[O-])cc2)CC1	1	5	1.1	0	6	93	95	3	27
COc1ccccc1CC(=O)Nc1cccc(S(=O)(=O)N2CCOCC2)c1	2	-13	0.7	-3	0	103	104	7	25
CC(C)c1ccc(NC(=O)CNC(=O)Cn2ccc3ccccc3c2=O)cc1	-4	2	-0.1	2	-7	97	95	-2	1
Cc1nn(-c2ccc(NC(=O)c3ccncc3)cc2)c(C)c1Cl	.	3	-0.3	.	.	98	98	.	4
Cc1ccc(-c2nn3c(C)nnc3c3ccccc23)cc1S(=O)(=O)NCc1ccccc1	3	1	-2.0	5	-1	116	119	5	0
CS(=O)(=O)N1CCC(C(=O)NCc2ccncc2)CC1	7	-2	-1.6	3	7	109	106	0	1
CC(C)Nc1c(N)c(=O)oc2ccccc12	7	-3	-2.9	3	-8	109	106	9	0
CNc1c([N+](=O)[O-])ncn1C	7	2	1.0	1	8	103	106	2	0
Cc1ccc(S(=O)(=O)NCC(=O)OCC(=O)c2c(N)n(C)c(=O)n(C)c2=O)cc1	-1	-2	-1.0	0	1	95	97	10	7
C(=N\Nc1nc(-c2ccccc2)cs1)/c1ccco1	6	5	-0.5	11	10	88	91	2	1
Fc1ccccc1CSc1nnc(-c2cccs2)o1	-5	14	-0.8	2	3	105	108	3	0
CCOc1cccc2cc(C(=O)N3CCOCC3)c(=O)oc12	-3	1	0.7	5	-2	99	94	1	24
Cc1cc(C)c(C(=O)Nn2c(C)nc3ccccc3c2=O)cc1C	6	-4	-0.7	-2	-4	93	95	-7	1
O=C(COC(=O)c1cccc(S(=O)(=O)N2CCc3ccccc32)c1)NCc1ccco1	2	9	2.0	-2	1	95	98	4	0
Cc1sc(NC(=O)C2=COCCO2)c(C(N)=O)c1C	2	-5	4.4	1	12	95	101	-5	0
Cc1c(N2C(=O)/C(=C3\C(=O)N(CC(=O)O)c4ccccc43)SC2=S)c(=O)n(-c2ccccc2)n1C	16	0	-1.8	0	7	92	92	8	0
C=CCOc1ccc(/C(O)=C2/C(=O)C(=O)N(CCCN3CCOCC3)C2c2ccc(OC)cc2)cc1 (centres undefined)	6	-8	1.0	0	-5	99	100	-4	0
COc1cc(CCC(=O)OCC(=O)Nc2c(Cl)cccc2Cl)cc(OC)c1OC	4	0	-2.3	-5	5	100	95	-4	14
O=C(CSc1nc2ccccc2s1)NNC(=S)Nc1ccccc1	13	18	5.4	-3	19	92	99	3	6
CC1CC(C)CN(c2ccc(C(=O)NCc3ccc4c(c3)OCO4)cc2[N+](=O)[O-])C1 (centres undefined)	1	13	0.4	1	5	94	98	4	0
Cc1ccc(/C=C(/C#N)C(=O)NC(=O)Oc2ccccc2)cc1	2	-10	0.2	-2	-3	99	89	4	0
Nc1nc(SCC(=O)Nc2ccc(F)cc2)[nH]c(=O)c1NC(=O)c1ccc(F)c(F)c1	4	0	0.4	-4	2	104	102	2	0
O=C(Cn1ccn(-c2ccc(F)c(Cl)c2)c(=O)c1=O)NCCc1ccccc1	-1	14	-4.6	0	-4	96	101	-2	0
COc1ccc(/C=C2\CCC(C3CCCC3)C2=O)cc1OC (centres undefined)	4	22	-0.1	7	1	101	94	-3	4

(cont.)
SMILES	BCLXL inh	VLA-4 inh	MEX-5 binding	Fam108B counter	MCL1-BIM inh	CIT2 TOR yeast	AGP1 TOR yeast	GLD-1 RNA inh	GRK2 inh
COc1ccc(N(CC(=O)NC2CCCCC2)C(=O)CCC(=O)Nc2nc(C)cs2)cc1	2	13	-1.9	-6	0	97	99	2	0
NC(=O)COC(=O)c1ccc(S(=O)(=O)NCc2ccco2)cc1	4	-6	-0.9	-2	7	106	113	-1	17
O=C(O)c1ccccc1OC(C(=O)Nc1cc(Cl)cc(Cl)c1)c1ccccc1 (centres undefined)	-2	28	0.5	-7	-5	96	99	9	2
COc1ccc(NC(=O)CN2c3cccc4cccc(c34)S2(=O)=O)c(OC)c1	3	5	2.0	-2	7	106	115	5	2
CCOC(=O)C1=CN2CCCC[C@@H]2CC1=O	.	-1	.	.	.	102	97	10	0
O=S(=O)(c1cccc(C(F)(F)F)c1)N1CCN(S(=O)(=O)c2ccc3c(c2)OCCO3)CC1	.	13	.	.	.	100	98	7	0
CC1CCCCN1c1ccc(N)cc1C(N)=O (centres undefined)	6	4	1.6	0	3	104	105	-1	0
O=C(NCc1ccc(F)cc1)c1cc(S(=O)(=O)N2CCCCC2)ccc1N1CCOCC1	5	3	.	.	6	98	105	3	0
Nc1ncc(CCN2CCOCC2)c(-c2ccc(F)cc2)n1	2	7	.	0	3	114	106	6	1
Cc1ccc2c(CC(=O)NCc3ccc4c(c3)OCO4)coc2c1	-1	-3	1.6	0	2	81	91	-1	0
O=C(Nc1ccc(S(=O)(=O)NCC2CCCO2)cc1)c1ccc(Cl)cc1[N+](=O)[O-] (centres undefined)	1	0	-1.9	6	0	102	104	12	0
COc1ccccc1-n1c(SCC(=O)NCc2ccc3c(c2)OCO3)nc2cc([N+](=O)[O-])ccc21	14	1	-0.2	4	7	116	118	0	1
COc1ccc(Cn2c(=O)[nH]c3cc(C(=O)N4CCN(Cc5ccccc5)CC4)ccc3c2=O)cc1	8	13	-5.2	1	5	96	110	6	2
Cc1ccc(NS(=O)(=O)c2ccc(NC(=O)c3ccc(Br)o3)cc2)c(C)c1	1	1	1.7	-46	-1	84	105	6	0
Cc1c(NC(=O)CCc2ccccc2)cccc1[N+](=O)[O-]	5	14	-0.9	1	6	91	92	2	3
CCOc1ccc(NC(=O)CSc2nnc(-c3ccccc3Cl)n2Cc2ccco2)cc1	0	14	.	1	4	107	107	3	2
Cc1nn(C)c(Sc2ccccn2)c1[N+](=O)[O-]	1	3	-1.9	-3	4	98	99	9	0
CC(NC(=S)Nc1ccc(Cl)cc1Cl)C(c1cccs1)N1CCCC1 (centres undefined)	10	4	1.7	1	10	97	99	-5	0
CCOc1ccccc1/C=C\c1nc(O)c([N+](=O)[O-])c(=O)[nH]1	2	4	1.6	-1	-2	82	85	1	0
N#Cc1cccc(NC(=O)CN2CCN(Cc3ccccc3)CC2)c1	9	0	3.0	-2	5	105	104	0	0
CC(C)c1ccc(NC(=O)CCCN2C(=S)NC(C)(C)CC2C)cc1 (centres undefined)	3	1	1.9	1	7	103	103	2	0
Cc1ccc(NC(=O)c2ccccc2CCc2ccccc2)c(C)c1	-1	10	-0.1	12	-3	67	79	0	0
FC(F)(F)Oc1ccccc1-c1nnc(-c2cccc(C(F)(F)F)c2)o1	1	-1	.	-2	-6	92	93	-1	3
COc1ccc2ccccc2c1/C=N/Nc1ccc(Cl)c(C(=O)O)c1	16	0	-4.3	5	13	109	89	-4	4
O=S(=O)(Nc1nc2ccc(S(=O)(=O)N3CCCCC3)cc2s1)c1ccccc1	2	2	-2.1	-3	0	103	110	9	2
CC1CCN(C(=S)c2ccc(O)cc2)CC1	12	0	0.9	1	11	100	98	-4	1
COc1cccc(/C=C/C(=O)OCC(=O)Nc2nnc(-c3ccccc3)o2)c1	0	3	-3.1	0	0	92	99	-3	4
Cc1nnc(C)n1/N=C/c1c(O)ccc2ccccc12	2	3	-16	3	-7	89	94	3	0
CCC(=O)NC(/C=C/c1ccccc1)c1cc([N+](=O)[O-])c2cccnc2c1O (centres undefined)	5	-8	-1.9	6	8	112	100	5	0
